# PglD DTNB: PglD (C. jejuni) enzyme inhibition; purified PglD enzyme, DTNB colorimetric CoA detection; 360,000 tested, 0.098% active; AID 602405; inhibition, % at 12.5 µM; in the data active = inhibition above about 16%, passing the limit was not always enough; note: strong numbers were not always called active
# ERp5 block: ERp5 (human) disulfide isomerase inhibition. Q15084. ERp5 insulin aggregation, absorbance 650 nm, 90 min. inhibition, % at 9.99 µM. 350,000 tested, 0.05% active. AID 651711;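 active = mean replicate inhibition above about 25%, with every replicate also reaching it, limit read from the data, passing the limit was not always enough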
# Target sequence (Q15084 whole entry, looked up): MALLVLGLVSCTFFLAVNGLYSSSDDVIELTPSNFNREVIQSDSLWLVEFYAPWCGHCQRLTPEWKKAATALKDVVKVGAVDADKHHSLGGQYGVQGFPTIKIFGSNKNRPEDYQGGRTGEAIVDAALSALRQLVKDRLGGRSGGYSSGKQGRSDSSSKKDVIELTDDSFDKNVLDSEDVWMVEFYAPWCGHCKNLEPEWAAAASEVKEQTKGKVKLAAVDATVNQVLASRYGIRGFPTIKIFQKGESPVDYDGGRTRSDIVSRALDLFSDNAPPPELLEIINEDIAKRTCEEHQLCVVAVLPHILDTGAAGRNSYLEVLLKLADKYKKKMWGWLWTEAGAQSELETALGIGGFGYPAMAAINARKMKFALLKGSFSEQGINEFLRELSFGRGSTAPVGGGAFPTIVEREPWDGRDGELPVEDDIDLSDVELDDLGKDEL
# RAD52 inh: RAD52 (human) annealing inhibition. P43351. recombinant RAD52 DNA annealing, FRET fluorescence. inhibition, % at 18.7 µM. 360,000 tested, 0.46% active. AID 651710;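 active = every replicate showing at least 50% inhibition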
# Target sequence (P43351 whole entry, looked up): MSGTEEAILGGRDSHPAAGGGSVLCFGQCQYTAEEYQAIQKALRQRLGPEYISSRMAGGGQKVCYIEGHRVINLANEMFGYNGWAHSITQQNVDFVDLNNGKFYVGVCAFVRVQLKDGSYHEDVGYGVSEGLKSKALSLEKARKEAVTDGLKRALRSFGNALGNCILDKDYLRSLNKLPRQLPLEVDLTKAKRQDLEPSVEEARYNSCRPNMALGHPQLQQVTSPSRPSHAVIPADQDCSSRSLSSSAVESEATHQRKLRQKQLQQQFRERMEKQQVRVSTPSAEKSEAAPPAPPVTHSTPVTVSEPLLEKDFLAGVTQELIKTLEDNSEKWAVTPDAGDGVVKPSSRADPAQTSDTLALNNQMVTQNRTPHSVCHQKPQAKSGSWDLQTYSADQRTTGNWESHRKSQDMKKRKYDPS
# ARNT-TACC3 inh: ARNT/TACC3 interaction disruption | 390,000 tested, 0.66% active | inhibition, % at 9.99 µM | AlphaScreen His-ARNT PAS-B/GST-TACC3 binding, luminescence; TACC3 fragment carries E629A point mutation;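 active = mean inhibition of replicates at least 50% and at least half of replicates each reaching 50%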;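 note: 0% = complete ARNT plus TACC3 wells and 100% = ARNT alone without TACC3; many hits fall short of the cut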
# E-sel inducer: induces E-selectin expression in human endothelial cells; P16581; HUVEC E-selectin immunofluorescence imaging; normalized: neutral wells 0, TNF-alpha wells 100; activation, % at 7.58 µM; 260,000 tested, 0.37% active; AID 686992;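 active = mean E-selectin-positive cell signal at least 10% of the positive control, reached in at least 60% of replicates, without over 20% cell loss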;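 note: in these data hits start at about 27%; measured in HUVEC primary endothelial cells; signal is the percent of cells scored E-selectin positive by PE staining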
#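 assay system = HUVEC, human umbilical vein endothelial cells | input = 3,000 HUVEC seeded per well | medium = EGM-2 growth medium on 0.1% gelatin-coated wells | dosing = one compound dose added by pin transfer | signal = immunofluorescence imaging | read-out basis = % PE-positive cells | control set = TNF-alpha, DMSO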
# Casp6 inh: inhibitors of human caspase-6 | P55212 | purified caspase-6, Z-VEID-R110 cleavage fluorescence | inhibition, % at 12.5 µM | 350,000 tested, 0.53% active;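 active = mean inhibition across replicates at least about 35%, with every replicate also reaching that limit, limit read from the data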;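 note: 0% = median of neutral control wells and 100% = no fluorescence left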
# esBAF inh: inhibitors of esBAF chromatin remodeling in mouse ES cells; Bmi1-luciferase knock-in reporter, 24 h; 100% = twice the neutral-well signal; reporter increase, % at 12.5 µM; 350,000 tested, 2% active; AID 602393; in the data active = activation above about 40%;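 note: 0% = median of the plate's neutral control wells and 100% = double that signal; a rise in the Bmi1 reporter signal indicates esBAF inhibition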
# RAD54 inh: RAD54 (human) branch migration inhibition | RAD54 Holliday junction branch migration, FAM/BHQ fluorescence | inhibition, % at 10.4 µM | Q92698 | 360,000 tested, 0.14% active;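 active = mean normalized replicate activity at least 40 and at least half of replicates scoring 40 or more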;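 note: 0% = median of neutral control wells and 100% = median of positive control wells; inhibitors cause a drop in the FAM fluorescence signal; in these data hits start at about 50%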
# * marks the source's active call; other numbers are inactive results; · = no result given.
smiles	PglD DTNB	ERp5 block	RAD52 inh	ARNT-TACC3 inh	E-sel inducer	Casp6 inh	esBAF inh	RAD54 inh
C[C@H](CO)N1C[C@H](C)[C@H](CN(C)C(=O)Nc2cccc3ccccc23)Oc2ncc(C#Cc3cccc(F)c3)cc2C1=O	-1.5	-0.5	10.3	7.3	-0.1	2.5	1.5	4.9
CC1(C(=O)Nc2cccc(S(=O)(=O)N3CCOCC3)c2)Cc2ccccc2C(=O)O1 (centres undefined)	·	-2.7	-0.5	10.9	3.6	0.6	·	·
CCCCCCCN=CC1=C(O)CC(c2ccccc2)CC1=O (centres undefined)	-3.6	5.0	-10.4	·	3.3	-2.8	·	-12.6
Cc1ccc2c(c1)NCC(C(=O)NC1CCCCC1)O2 (centres undefined)	-0.5	-10.8	-1.1	5.1	·	0.1	3.5	4.9
O=C(CNS(=O)(=O)c1ccc(F)c(Cl)c1)NCCc1ccccc1	-0.7	-1.9	-27.6	5.1	·	-2.0	7.3	-10.3
OC(COCC1CC=CCC1)Cn1cnc2ccccc21 (centres undefined)	-4.4	·	·	-6.8	·	·	-5.6	-7.1
COc1cc(OCc2ccc(C)cc2)ccc1CNC[C@H]1O[C@@H](n2cnc(C(N)=O)n2)[C@H](O)[C@@H]1O	-1.4	-2.7	1.4	-10.4	·	-0.1	22.0	-3.2
C[C@@H]1CCCCO[C@@H](CN(C)CC2CCCCC2)[C@@H](C)CN([C@H](C)CO)C(=O)c2cc(NS(=O)(=O)c3cccs3)ccc2O1	3.0	-0.6	19.3	-4.3	0.0	2.6	4.4	4.1
Cc1ccc(-n2nc3c(Cl)nnc(C)c3c2C)cc1	-1.4	2.8	-15.7	-4.0	·	0.1	·	-3.1
O=C(NCc1ccccc1)c1cc(C2CCCCN2C(=O)CCc2ccccc2)on1 (centres undefined)	-5.0	4.1	-18.5	·	-0.1	-5.1	2.1	-0.2
C[C@H](CO)N1C[C@H](C)[C@@H](CN(C)CC2CCCC2)Oc2ncc(-c3ccc(C#N)cc3)cc2C1=O	-1.2	5.4	1.7	-8.0	-3.1	2.2	1.3	-8.6
CC(=O)c1cccc(NC(=S)NCc2ccccc2)c1	0.6	-1.2	-5.1	-3.6	·	-0.3	3.6	8.1
CO[C@H](CN(C)C(=O)Nc1ccc(Cl)cc1)[C@H](C)CN(Cc1ccccc1Cl)[C@H](C)CO	0.2	-2.9	-0.4	3.2	0.0	-0.5	3.3	-4.0
Cc1ccc(S(=O)(=O)N[C@H]2C=C[C@@H](CC(=O)NCc3ccncn3)O[C@@H]2CO)cc1	-2.0	2.7	-10.3	-14.6	-0.2	2.4	1.5	6.3
CC#CCN1c2ccccc2[C@]23C[C@@H](C(=O)OC)N(C(=O)OCC)C2=NC(C(=O)OC)=C(C(=O)OC)[C@H]13	5.3	-3.3	-9.6	-7.1	-0.1	2.0	-4.5	-11.3
CC1CN(C/C(=N\O)C23CC4CC(CC(C4)C2)C3)CC(C)O1 (centres undefined)	0.7	0.0	-5.1	-6.3	·	-6.2	-10.3	-3.3
CC(C)(C)Nc1nc2ccc([N+](=O)[O-])cc2o1	·	2.2	-9.6	2.2	2.6	-0.4	7.7	·
OC(COc1ccccc1)CN1CCN(c2ccccc2)CC1 (centres undefined)	9.5	9.6	-13.9	-0.2	0.0	-1.6	1.1	0.1
CCS(=O)(=O)NCc1csc(-c2ccccc2)n1	-0.8	-5.4	-9.2	-2.9	0.9	0.4	19.7	-2.3
COc1cccc(Cn2nnc(C(=O)NCc3ccccc3Cl)c2N)c1	1.9	-1.5	-23.5	0.7	-0.1	-2.2	7.4	-10.3
COc1ccc(N2CCN(C(=O)c3ccc(Cl)c(S(=O)(=O)N4CCCC4)c3)CC2)cc1	·	1.8	-3.3	11.4	·	-2.3	·	·
CC(=O)c1cccc(S(=O)(=O)NCC(C)(C)N2CCOCC2)c1	-0.7	2.1	-3.6	0.3	2.0	1.4	-3.4	10.6
CN1N=C(N)c2cn(C3OC(COP(=O)(O)O)C(O)C3O)c3ncnc1c23 (centres undefined)	·	7.3	-12.4	-417.4	0.2	46.0*	·	·
CCn1c(SCC(=O)NCC2CCCO2)nc2ccccc21 (centres undefined)	-1.0	-10.1	-13.5	-27.7	-0.1	4.0	-0.7	2.1
COc1ccc(CN(C)C[C@H]2Oc3c(NS(=O)(=O)c4ccc(OC)cc4)cccc3C(=O)N([C@H](C)CO)C[C@@H]2C)cc1	9.2	5.9	-8.9	-1.2	0.4	·	-3.2	5.5
COc1ccc(Cl)cc1Nc1nc(-c2sc(NC(=O)CC(C)C)nc2C)cs1	-3.4	7.0	-26.1	·	0.0	0.2	2.9	2.2
O=C(O)CCS(=O)(=O)c1ccc(-c2ccccc2)cc1	·	-2.9	8.6	·	1.2	-1.8	·	·
C[C@@H]1CN([C@@H](C)CO)C(=O)c2cc(N(C)C)ccc2O[C@@H]1CN(C)C(=O)NC1CCCCC1	-2.3	-3.3	-3.8	0.4	-1.6	3.4	-1.3	1.9
CC(C)(C)c1ccc(C(=O)Nc2ccccc2Cl)cc1	·	1.5	2.2	-8.4	12.1	2.6	·	·
COc1ccc(N2C(=O)c3ccc(C(=O)Nc4ccc(NC(C)=O)cc4)cc3C2=O)cc1	7.4	3.7	-1.9	-1.0	-1.8	-0.3	2.1	-9.7

# Of the compounds above, two contain fluorine:
smiles	PglD DTNB	ERp5 block	RAD52 inh	ARNT-TACC3 inh	E-sel inducer	Casp6 inh	esBAF inh	RAD54 inh
C[C@H](CO)N1C[C@H](C)[C@H](CN(C)C(=O)Nc2cccc3ccccc23)Oc2ncc(C#Cc3cccc(F)c3)cc2C1=O	-1.5	-0.5	10.3	7.3	-0.1	2.5	1.5	4.9
O=C(CNS(=O)(=O)c1ccc(F)c(Cl)c1)NCCc1ccccc1	-0.7	-1.9	-27.6	5.1	·	-2.0	7.3	-10.3

# An excerpt from above, reduced to ARNT-TACC3 inh, RAD54 inh and Casp6 inh:
Structure	ARNT-TACC3 inh	RAD54 inh	Casp6 inh
O=C(O)CCS(=O)(=O)c1ccc(-c2ccccc2)cc1	·	·	-1.8
C[C@@H]1CN([C@@H](C)CO)C(=O)c2cc(N(C)C)ccc2O[C@@H]1CN(C)C(=O)NC1CCCCC1	0.4	1.9	3.4

# The listing continues.
smiles	PglD DTNB	ERp5 block	RAD52 inh	ARNT-TACC3 inh	E-sel inducer	Casp6 inh	esBAF inh	RAD54 inh
O=C(C[C@H]1C[C@H]2c3cc(NS(=O)(=O)c4ccc(F)cc4)ccc3O[C@H]2[C@H](CO)O1)NCc1ccc(-c2ccccc2)cc1	1.3	-3.4	-3.7	11.0	1.6	-1.3	-15.5	5.4
Cc1nonc1OC(C)CNc1ccc([N+](=O)[O-])cc1 (centres undefined)	0.4	·	·	3.6	·	·	1.1	9.6
CCCc1cc2c(cc1NC(=O)c1ccc(Br)cc1)OCO2	-2.4	·	·	-9.0	·	·	-3.3	10.9
Cc1noc(C)c1NC(=O)Nc1ccc2c(c1)C(=O)N([C@@H](C)CO)C[C@@H](C)[C@@H](CN(C)S(C)(=O)=O)OCCCC[C@@H](C)O2	-2.4	-6.0	5.3	0.8	-0.2	0.1	0.7	-7.9
CC(C)(CCl)C(=O)Nc1ccc(OC(F)(F)F)cc1	·	-1.4	-12.3	-3.6	·	-4.8	15.7	·
COCCN1C(=O)CCC1(C)C(=O)Nc1c(C)cccc1C (centres undefined)	-1.7	0.4	-2.6	·	0.1	-1.7	-7.3	-7.1
CCCn1c(=N)n(CC(=O)c2ccc(OCC(=O)OC)cc2)c2ccccc21	3.7	·	-6.9	-2.6	·	3.7	·	0.2
COc1ccc2c3c([nH]c2c1)[C@@H](CO)N(C(=O)C1CC1)CC31CN(S(C)(=O)=O)C1	·	6.1	-5.0	·	-0.2	2.2	·	·
N#Cc1cccc(-c2ccc([C@H]3[C@@H](CO)N4CCCCN(C(=O)Nc5ccccc5)C[C@H]34)cc2)c1	-1.1	-0.8	-25.5	1.0	0.0	-3.6	·	-4.4
O=C(/C=C/c1ccc(F)cc1)NCCC1=CCCCC1	0.3	·	·	-1.0	·	·	78.1*	-3.5
CSCCC(NC(=O)c1ccc(Cl)cc1)C(=O)OCC(=O)NCc1ccco1 (centres undefined)	-3.9	-2.6	-0.2	-4.5	·	0.5	-3.9	16.8
COc1ccc(N2CC(C(=O)Nc3cccnc3)CC2=O)cc1 (centres undefined)	5.0	-1.1	0.4	5.1	·	-2.0	-4.8	-15.5
C=CCn1c(SCC(=O)N(C)CC(=O)Nc2ccc(C)cc2)nnc1-c1ccncc1	2.4	1.7	2.4	-11.3	0.3	-1.6	·	6.5
C[C@H]1CN([C@@H](C)CO)C(=O)c2cc(NC(=O)CCCCCC(=O)Nc3ccccc3N)ccc2O[C@H]1CN(C)C(=O)Nc1ccc(F)cc1	·	-1.3	5.5	·	43.5*	-0.6	·	·
CN(CCO)S(=O)(=O)c1ccc2c(c1)C(=NNC(N)=O)c1cc(S(=O)(=O)N(C)CCO)ccc1-2	-9.7	2.2	-1.9	-0.4	0.1	-3.2	-2.3	-13.9
S=C(Nc1ccccc1)N1CCCCCC1	-0.2	·	·	0.4	·	·	15.4	7.3
O=C(NC1CCCC1)[C@@H]1[C@@H](CO)[C@@H]2Cn3c(cccc3=O)[C@H]1N2C(=O)CC1CC1	5.1	-2.8	1.8	-4.4	0.2	2.9	-3.5	0.2
Cc1c(C(=O)Nc2cccc([N+](=O)[O-])c2)cnn1-c1ccccc1	-1.9	0.9	0.8	0.5	-0.2	0.8	34.5	-5.3
CN1C(=O)c2cc(NC(=O)C3CCCC3)ccc2OC[C@H]2O[C@H](CC(=O)O)CC[C@H]21	0.4	-6.1	-8.7	6.6	-0.1	1.4	1.2	0.4
CC1CCN(C(=O)Cn2c(=O)n(-c3ccc(F)cc3)c(=O)c3sccc32)CC1	4.6	2.0	-16.2	-3.0	0.5	0.6	-6.6	11.0
COC(=O)c1ccc(C)c(NC(=O)c2c(-c3ccccc3)noc2C)c1	3.5	·	·	-10.0	·	·	-3.3	6.7
C/C(C=O)=C/c1ccccc1	-3.3	-1.0	-16.3	·	·	-0.7	-3.2	0.7
CN1c2ccc(C3=CCCCC3)cc2[C@@H]2[C@@H](CCN2S(=O)(=O)c2ccccc2)[C@@H]1CO	-0.1	0.1	-7.9	-0.9	-0.4	0.1	5.2	8.9
C[C@H]1CN([C@@H](C)CO)C(=O)c2cc(NS(=O)(=O)c3ccc(F)cc3)ccc2O[C@@H]1CN(C)Cc1ccc(C(=O)O)cc1	3.1	0.5	-8.9	-6.8	4.9	-4.6	-4.6	7.1
COc1ccc(S(=O)(=O)Nc2ccc3c(c2)CC(=O)N([C@H](C)CO)C[C@H](C)[C@H](CN(C)C)O3)cc1	2.5	0.5	17.6	18.2	·	0.9	2.1	5.4
C[C@H]1CN([C@@H](C)CO)C(=O)c2cccc(NC(=O)Nc3ccc(F)cc3)c2O[C@H]1CN(C)S(=O)(=O)c1ccc(Cl)cc1	0.9	2.1	-13.3	30.0	-0.1	2.0	34.9	2.0
COc1ccc(NC(=O)c2cc(C3CC3)on2)c(OC)c1	7.9	0.5	-11.5	-28.5	2.8	0.5	53.3*	-11.7
c1coc(CNc2nc3sc4c(c3c3ncnn23)CCCC4)c1	2.4	·	·	-4.0	·	·	3.5	-0.8
COc1cc2c(cc1NC(=O)COc1ccc3ccccc3c1)oc1ccccc12	3.1	·	·	-13.9	·	·	-4.0	0.7
CCN(CC(=O)NCc1cccs1)C(=O)c1cccc(S(=O)(=O)Nc2ccccc2Cl)c1	·	-2.5	-6.1	3.9	1.2	2.0	·	·
C[C@@H]1CN([C@H](C)CO)C(=O)c2cc(NC(=O)C3CCCCC3)ccc2O[C@@H]1CN(C)Cc1ccc(C(=O)Nc2ccccc2N)cc1	1.6	4.1	4.4	2.1	24.5	2.4	-9.1	-6.5
